# GPT2 inh = GPT2 alanine aminotransferase inhibition; Q8TD30; Recombinant GPT2, coupled pyruvate oxidase/HRP Amplex Red fluorescence; 0.25% of 100,000 active; Potency, µM (series often up to 57.7 µM), without a hit: at the highest dose activity change, negative = inhibition, most hits filed as inhibitors; further: potency means the concentration at half of the fitted maximal effect; nearly all actives have a fitted effect of over 60% in size; many of its hits are not listed in these tables
# Target sequence (Q8TD30 whole entry, looked up): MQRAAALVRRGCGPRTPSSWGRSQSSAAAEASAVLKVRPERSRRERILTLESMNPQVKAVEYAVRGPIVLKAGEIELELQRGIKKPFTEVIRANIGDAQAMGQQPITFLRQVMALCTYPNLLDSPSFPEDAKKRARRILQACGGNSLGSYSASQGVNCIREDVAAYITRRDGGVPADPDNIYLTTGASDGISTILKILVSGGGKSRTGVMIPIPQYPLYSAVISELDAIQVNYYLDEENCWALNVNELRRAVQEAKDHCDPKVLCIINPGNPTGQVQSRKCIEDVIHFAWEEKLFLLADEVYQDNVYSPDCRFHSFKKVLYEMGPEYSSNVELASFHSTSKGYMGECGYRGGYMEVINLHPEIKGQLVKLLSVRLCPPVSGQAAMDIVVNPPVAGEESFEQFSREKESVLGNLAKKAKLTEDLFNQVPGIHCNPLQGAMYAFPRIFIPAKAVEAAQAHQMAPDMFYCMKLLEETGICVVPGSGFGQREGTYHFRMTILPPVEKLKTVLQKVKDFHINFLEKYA
#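 Inhibition is scored from Amplex Red fluorescence generated when pyruvate oxidase and HRP act on pyruvate released by GPT2. Reactions contain 10ng/uL enzyme, 250uM a-KG and 2mM L-alanine and run 30 min at room temperature.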
# SNCA expr inhib = reduces expression of the alpha-synuclein gene; AID 1671194; Potency, µM (titrated, usually from 57.2 µM), inactives show at the top dose activity change, negative = inhibition, usual class: inhibitors; HEK-293 SNCA-luciferase knock-in, luminescence, 24 h; 0.17% of 140,000 active;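 further: potency means the concentration at half of the fitted maximal effect; plate controls were DMSO cells for no effect and cell-free wells for full effect; nearly all actives have a fitted effect of over 45% in size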
# IP6K1 inhibitor = IP6K1 kinase inhibition; Q92551; IP6K1 kinase, ADP-Glo luminescence, 2 h; stronger effect = lower value; activity change, % (series mostly up to about 58 µM); 0.81% of 140,000 active; in the data active means activity change below about -25%
#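 ADP-Glo luminescence measures ADP made by human IP6K1 during a 2 h RT reaction with ATP/IP6 (mix at 1.3 mM/130 uM); top library doses 57.5 and 19.1 uM final.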
# HEK293 tox = HEK 293 cell cytotoxicity | HEK 293 viability, ATP luminescence (CellTiter-Glo), 48-72 h | Potency, µM (series often up to 115 µM), for the others: top-dose activity change, negative = cytotoxicity, most hits filed as inhibitors | 6.6% of 94,000 active | AID 1345083; further: potency means the concentration at half of the fitted maximal effect; nearly all actives have a fitted effect of over 60% in size
#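 Viability of HEK 293 cells, plated at 250 cells/well, was judged by cellular ATP after compound treatment for 48 or 72 hr. Luminescence was imaged 10 min after CellTiter-Glo addition at room temperature.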
# 3T3 cytotox = cytotoxic compounds in NIH 3T3 cells. 4.3% of 94,000 active. NIH 3T3 viability, CellTiter-Glo ATP luminescence, 48-72 h. Potency, µM (titrated, usually from 96.7 µM), for inactives: at the highest dose activity change, negative = cytotoxicity, actives largely listed as inhibitors; further: potency means the concentration at half of the fitted maximal effect; nearly all actives have a fitted effect of over 55% in size
#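 Mouse fibroblast NIH 3T3 cells, 400 per well, received compound via pintool and were incubated for 48 or 72 hr prior to CellTiter-Glo ATP luminescence measurement.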
# SNCA viab count = reduces viability of HEK-293 SNCA reporter cells. HEK-293-SNCA-luc viability, GF-AFC fluorescence, 24 h. Potency, µM (doses to about 57.1 µM), without a hit: at the highest dose activity change, negative = cytotoxicity, most hits filed as cytotoxic. 0.12% of 150,000 active. AID 1671193;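 further: potency means the concentration at half of the fitted maximal effect; 0% = DMSO-treated cells and -100% = medium-only wells without cells; nearly all actives have a fitted effect of over 30% in size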
#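 Cytotoxicity counterscreen: after 24 h compound treatment of genome-edited SNCA-luciferase HEK-293 cells, live-cell protease substrate GF-AFC read by fluorescence after 30 min; activity scaled between DMSO (0%) and medium-only (-100%), curves Hill-fitted.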
# Luciferase inh = Photinus pyralis luciferase inhibition | AID 1347043 | purified P. pyralis luciferase, luminescence, biochemical | Potency, µM (highest dose often 115 µM), inactives show top-dose activity change, negative = inhibition, hits mostly inhibitors | 2.5% of 76,000 active; further: potency means the concentration at half of the fitted maximal effect; nearly all actives have a fitted effect of over 65% in size
# Target sequence (P08659 whole entry, looked up): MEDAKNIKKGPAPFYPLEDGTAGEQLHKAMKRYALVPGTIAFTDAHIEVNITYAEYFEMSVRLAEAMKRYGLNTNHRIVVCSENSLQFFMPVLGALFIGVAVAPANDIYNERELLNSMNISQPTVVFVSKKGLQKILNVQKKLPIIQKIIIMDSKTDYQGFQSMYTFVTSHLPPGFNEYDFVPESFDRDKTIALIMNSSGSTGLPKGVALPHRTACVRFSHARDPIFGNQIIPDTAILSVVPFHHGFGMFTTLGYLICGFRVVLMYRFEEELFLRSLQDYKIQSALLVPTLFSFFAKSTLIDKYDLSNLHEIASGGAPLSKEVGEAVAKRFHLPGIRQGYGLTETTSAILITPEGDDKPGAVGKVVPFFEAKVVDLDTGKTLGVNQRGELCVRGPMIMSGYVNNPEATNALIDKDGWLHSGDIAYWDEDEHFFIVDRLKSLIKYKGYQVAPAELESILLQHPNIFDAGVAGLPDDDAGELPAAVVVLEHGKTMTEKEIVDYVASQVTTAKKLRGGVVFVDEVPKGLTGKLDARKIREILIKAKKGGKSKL
#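 Cell-free enzyme assay, 10nM P. pyralis luciferase, luciferin and ATP each at 10uM. Inhibition profiled over a 6-point titration, read as luminescence.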
# * hit, by the source's call; i = inactive; ? = inconclusive; . = not tested or not shown; & = joins results of further samples; [ ] = dose if it differs, or a comment. Unless noted, the call rests on the fitted dose curve; in most records, active means well fitted curve in the direction sought with a large enough effect; inconclusive means small, poorly fitted or top-dose-only effect, or another doubt; inactive means no such curve, though single readings can be large; an effect the other way counts as inactive or inconclusive. Unless noted, on the % scale 0 is the no-effect control and ±100 the full control effect. The list is partial, so the mix of outcomes need not match the whole.
SMILES,GPT2 inh,SNCA expr inhib,IP6K1 inhibitor,HEK293 tox,3T3 cytotox,SNCA viab count,Luciferase inh
CN(C)C(=O)N1CCC(c2nc(C3CCOC3)n[nH]2)CC1 (stereo unspecified),-1.6%,16.1%,-2.2,i,-1.7%,5.3%,9.0%
CC(C)(C)OCC(O)CN1CCC(=O)N(CC2CC2)Cc2cc(F)ccc21 (stereo unspecified),.,.,-7.2,?,-27.8%,.,.
CN(c1ccccc1)c1ccc2c(n1)CN(Cc1ccccc1)C(=O)CO2,-11.4%[88.5 µM],5.9%[87.6 µM],-5.4,89.1µM*,79.4µM*,1.2%[87.6 µM],50.1µM*
CCOC(=O)Cn1c(=O)n(CC2CCCO2)c2nc(-c3ccccc3OC)nc(C(N)=O)c21 (stereo unspecified),.,-13.7%,2.1,.,.,-2.2%,.
CC1=C2CC(=O)C(C)CC/C=C(\C)CC2(O)OC1=O (stereo unspecified),i,.,9.0,.,.,-1.3%,.
CS(=O)(=O)Nc1ccc(C2(C(=O)NCc3ccc(F)cc3Cl)CCCCC2)cc1,i,3.4%,16.6,?,?,-12.9%,6.8%
CCC(C)NC(=O)C1CCN(C(=O)c2ccc(-n3ccc4ccccc43)s2)CC1 (stereo unspecified),.,112.5%[activator],0.1,.,.,-3.9%,.
c1cncc(CNC[C@H]2COCc3nc4ccccc4n32)c1,-6.4%[88.5 µM],7.5%[87.6 µM],3.1,-28.6%[172 µM],-17.6%[174 µM],3.8%[87.6 µM],2.2%[172 µM]
CN1CCCN(C(=O)COc2ccc(Cl)cc2)c2ccccc21,i,20.0%,-8.5,?,?,8.0%,-18.1%
COc1cc(C2N=C(N)Nc3nc4ccccc4n32)ccc1OCC(=O)O (stereo unspecified),.,-3.9%,28.8,.,.,11.2%,.
COC(=O)c1cccc(COC2CN(c3c(Cl)cccc3Cl)[S+](=O)([O-])c3ccccc32)c1 (stereo unspecified),.,.,-4.9,?,-28.0%,.,.
CC(C)CC(=O)Nc1ccc2nc(SCC(=O)N3CCCC3)sc2c1,.,15.2%,-3.0,.,.,15.5%,.
Nc1nc(OCc2ccccc2)c2[nH]cnc2n1,1.0%,27.2%,.,.,.,-0.7%,.
Clc1cccc(CN2CC[C@H](c3nc4ncccc4[nH]3)C2)c1,4.7%[88.5 µM],-10.9%[87.6 µM],13.3,?,?,-8.8%[87.6 µM],-0.6%[172 µM]
O=C(NCc1ccc(F)cc1)c1ccc2nccn2c1,-1.2%[88.5 µM],5.9%&99.2%[87.6 µM],1.0&27.5,?,?,8.7%&3.4%[87.6 µM],6.2%[172 µM]
N#Cc1ccc(S(=O)(=O)N2CCOCCNC(=O)[C@H]3CCCC[C@H]32)cc1,3.7%,5.3%,-10.2,-1.4%,-8.7%,1.1%,-1.1%
CC1CCN(CC2CCCN(C(=O)c3cnccn3)CC2)CC1 (stereo unspecified),i,?,-15.2,i,i,-7.1%,-1.2%
O=C1c2ccccc2CN1C1CCN(Cc2ccsc2)CC1,2.7%,-19.9%,-16.6,2.3%,i,4.0%,.
COc1cc(CNC(=O)c2ccc3c(c2)N(C)C2CCCN2C3=O)cc(OC)c1 (stereo unspecified),i,-27.4%,0.6,-18.9%,-17.6%,10.2%[12.5 µM],-13.6%
Cc1cc(C(=O)N[C@@H]2CN(Cc3ccccc3)C[C@H]2CO)c(C)o1,-13.1%,-15.8%,-1.0,?,?,4.5%,-8.6%
Cc1ccc(-c2cnc([C@@H]3COCCN3C3CCC3)[nH]2)cc1,i,10.6%[87.6 µM],-10.0,-15.6%[172 µM],2.2%[138 µM],2.7%[87.6 µM],-0.6%[172 µM]
COc1ccc(C(=O)N2CCC3(CC2)NC(=O)N(Cc2ccccc2)C3=O)cc1,-3.8%,-16.4%,-1.0,-22.7%,-8.0%,-7.5%,4.9%
COc1cccc(CC(=O)N[C@@H]2CCC[C@@H](C(=O)NC3CC3)CC(=O)N(C)C2)c1,-7.9%[88.5 µM],8.4%[87.6 µM],17.5,3.0%[172 µM],-8.6%[138 µM],3.0%[87.6 µM],-1.4%[172 µM]
CCOC(=O)C1c2c(OC)ccc3c2C(=CC(C)(C)CO3)CN1C(=O)C1CC1 (stereo unspecified),.,.,5.4,?,?,.,.
COc1ccc(CNC(=O)c2ccc(CS(=O)(=O)c3ccccc3OC)o2)cc1,.,-28.0%,-9.1,.,.,-4.3%,.
COc1ccc(CN2C[C@@H](CO)[C@H](C3CCN(C(C)=O)CC3)C2)cc1OC,i,-1.3%,-10.6,-4.6%,-5.1%,-7.2%[12.5 µM],-7.7%
Cc1nn2c(=O)cc(COC(=O)c3ccc(NC(=O)COc4ccc(C)c(C)c4)cc3)nc2s1,.,?,29.6,.,.,-14.7%,.
COc1ccc(C2Cn3nnc(-c4noc(COc5ccccc5)n4)c3CO2)cc1 (stereo unspecified),0.1%,16.8%,23.5,-27.1%,-12.3%,-5.6%,-1.7%
Cc1c(NC(=O)Nc2ccc(Cl)c(C(F)(F)F)c2)c(=O)n(-c2ccccc2)n1C,.,28.5%,-3.5,.,.,3.7%,.
CNC(=O)c1cc(C)nc2onc(C3CCN(C(=O)c4cccc(Cl)c4)CC3)c12,.,.,3.3,-12.8%,-30.9%,.,.
COc1ccc(-c2cnc3n[nH]c(-c4ccc(F)cc4C)c3n2)cn1,-8.7%[88.5 µM],-25.7%[87.6 µM],8.7,50.1µM*,50.1µM*,3.9%[87.6 µM],0.3%[172 µM]
O=C(NC1CCCC1)N1CCCC(c2nn[nH]n2)C1 (stereo unspecified),i,-7.8%,-9.2,1.0%,i,4.1%,-1.7%
Cc1nc(NCCNS(C)(=O)=O)cc(C2CC(O)C2)n1 (stereo unspecified),-1.4%,0.4%,15.8,-8.1%,-16.6%,8.8%,0.0%
Cc1oc(-c2cccc(Cl)c2)nc1CS(=O)(=O)CC(=O)NC(C)CCc1ccccc1 (stereo unspecified),.,-3.2%,-9.4,.,.,3.2%,.
COc1cc(OC)c(NC(=O)c2c(C)oc3ncnc(N4CCCCC4)c23)cc1Cl,.,10.5%,14.3,.,.,9.3%,.
COc1cccc(-n2c(SCC(=O)Nc3c(C)cc(C)cc3C)nc3c([nH]c4ccccc43)c2=O)c1,.,?,-1.4,.,.,-13.5%,.
Cc1nnn2c(C(=O)N3CCOCC3)cccc12,-18.5%[88.5 µM],41.4%[activator][87.6 µM],-3.9,-7.4%[172 µM],-4.9%[138 µM],-35.2%[87.6 µM],-9.0%[172 µM]
CCN(CC)c1cc(C)c2cc(NC(=O)c3ccc(OC)c(OC)c3)ccc2n1,.,-19.8%,-8.6,.,.,-15.7%,.
O=c1cc(-c2ccccc2)n2c(SCc3ccccc3)nnc2[nH]1,.,-6.9%,-10.0,.,.,6.6%,.
CCOCc1nc(C2CCCN(C(=O)Cc3ccc(OC)cc3)C2)no1 (stereo unspecified),3.9%,-31.5%,0.1,3.2%,-12.7%,-3.7%[12.5 µM],-4.6%
Cc1nc(-c2c3n(c(=O)n(CC(=O)Nc4ccc(C)c(C)c4)c2=O)CCCC3)no1,-0.3%,-22.4%,2.5,-11.3%,?,4.9%,-1.0%
Cn1c([C@H]2CCN(C3CCOCC3)C2)nc2ccccc21,0.9%[88.5 µM],81.5%[activator][87.6 µM],2.8,-12.7%[230 µM],-5.1%[230 µM],-2.1%[87.6 µM],?
COc1ccc(CCC(=O)N2CCCC(n3cc(-c4nc(-c5ccccc5)no4)nn3)C2)cc1 (stereo unspecified),i,95.8%[activator],-3.9,?,?,-12.4%,?
COc1ccccc1Cn1c(CNS(=O)(=O)c2cccc([N+](=O)[O-])c2)nc2cccnc21,.,13.1%,-6.3,.,.,-5.3%,.
NC(=O)[C@@H]1CCCN1CC[C@H]1CN(C(=O)NC2CCCCC2)CC[C@H]1CC(=O)O,4.2%[88.5 µM],-0.2%[87.6 µM],-1.9,-1.6%[172 µM],-3.0%[174 µM],-3.8%[87.6 µM],-2.6%[172 µM]
CCOC(=O)c1c(C)[nH]c(C)c1S(=O)(=O)NCC(=O)Nc1cccc(C(F)(F)F)c1,.,14.3%,-12.1,.,.,-3.5%,.
O=C(c1ccc2c(c1)N(Cc1ccc(F)cc1)C(=O)c1ccccc1S2(=O)=O)N1CCN(Cc2ccccc2)CC1,.,-29.3%,21.0,.,.,2.8%,.
O=C(Nc1cccc(Cl)c1)C1CCN(c2cc(C(F)(F)F)ncn2)CC1,i,-11.8%,7.9,?,?,-3.3%,-10.8%
C=C1C(=O)O[C@@H]2C[C@@]3(C)CCC[C@H](C)C3=C[C@H]12,?,.,-0.5,.,.,-37.7%,.
Cc1ccc(C(=O)N2CCC(Cc3nc(-c4cnccn4)no3)CC2)cc1C,i,2.5%,-6.8,-29.7%,?,-12.3%,11.2%
COc1ccc(NC(=O)c2cc(-c3ccc[nH]3)n[nH]2)cc1,4.2%,20.3%,6.4,-3.1%,-3.5%,-6.7%,12.6µM*
O=C(NCc1ccccn1)C1CCN(Cc2cc3n(n2)CCCNC3)CC1,?,14.4%,-4.4,-3.8%,-6.8%,-2.2%,14.2%
O=C(O)c1ccc(CCCc2ccc(OCCc3ccc(F)cc3)cc2)o1,-2.4%,.,-10.5,.,.,-15.7%,.
Cn1ccnc1C(=O)N1CCC(N2C(=O)C3(CCCCC3)C2c2ccncc2)CC1 (stereo unspecified),i,12.7%,2.6,i,-3.8%,-0.7%[12.5 µM],-1.7%
CCN1CC(c2ccccc2)CC2(CCN(C(=O)COC)CC2)C1 (stereo unspecified),i,4.7%,-27.5*,-2.2%,i,-8.5%,4.8%
CCOc1ccc(C2CC(=O)Nc3c2c(C)nn3CC(=O)O)c(OCC)c1C (stereo unspecified),-32.2%,-4.9%,-12.3,-3.0%,-7.9%,-0.3%,4.3%
O=C(NCc1cccc(F)c1)c1ccc2nccn2c1,-17.8%[88.5 µM],-2.5%[87.6 µM],12.4,-10.2%[172 µM],-20.7%[138 µM],-0.4%[87.6 µM],.
COc1ccc(CN2C(=O)CO[C@H]3CN(C(C)C)C[C@H]32)cc1,-6.4%[88.5 µM],46.1%[activator][87.6 µM],4.3,0.1%[172 µM],?,2.4%[87.6 µM],3.6%[172 µM]
CN(C)C(=O)N1CCN(C(=O)c2noc3c2CCCC3)[C@H]2CS(=O)(=O)C[C@H]21,1.9%,1.3%,-2.8,-31.2%,-10.0%,0.7%,-6.3%

# Three compounds picked at random from the list so far:
SMILES,GPT2 inh,SNCA expr inhib,IP6K1 inhibitor,HEK293 tox,3T3 cytotox,SNCA viab count,Luciferase inh
COc1ccc(CN2C[C@@H](CO)[C@H](C3CCN(C(C)=O)CC3)C2)cc1OC,i,-1.3%,-10.6,-4.6%,-5.1%,-7.2%[12.5 µM],-7.7%
COc1ccccc1Cn1c(CNS(=O)(=O)c2cccc([N+](=O)[O-])c2)nc2cccnc21,.,13.1%,-6.3,.,.,-5.3%,.
Cn1c([C@H]2CCN(C3CCOCC3)C2)nc2ccccc21,0.9%[88.5 µM],81.5%[activator][87.6 µM],2.8,-12.7%[230 µM],-5.1%[230 µM],-2.1%[87.6 µM],?
